High-throughput results from PubChem.
MIN6 prolif: inducers of beta-cell replication in MIN6 cells | proliferation, % at 10 µM | 330,000 compounds, 0.29% hits | AID 2380 | MIN6 cells proliferation, ATPlite luminescence, 48 h; cells starved in 0.2% serum; 100% = growth in 10% serum;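 active = compounds whose signal lies at least 3.5 SD above the mean of all wells on their plate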;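 also: 0% = DMSO-treated cells in low-serum medium and 100% = 10% serum control; some compounds called inactive have numbers as strong as hits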
ATG4B inhibitor: ATG4B (human) cysteine protease inhibition. 340,000 compounds, 0.51% hits. inhibition, % at 8.33 µM. ATG4B cleavage of LC3-PLA2, NBD-HPC fluorescence, 1 h. Q9Y4P1. AID 504462; in the data active = inhibition above about 40%
Target sequence (Q9Y4P1 whole entry, looked up): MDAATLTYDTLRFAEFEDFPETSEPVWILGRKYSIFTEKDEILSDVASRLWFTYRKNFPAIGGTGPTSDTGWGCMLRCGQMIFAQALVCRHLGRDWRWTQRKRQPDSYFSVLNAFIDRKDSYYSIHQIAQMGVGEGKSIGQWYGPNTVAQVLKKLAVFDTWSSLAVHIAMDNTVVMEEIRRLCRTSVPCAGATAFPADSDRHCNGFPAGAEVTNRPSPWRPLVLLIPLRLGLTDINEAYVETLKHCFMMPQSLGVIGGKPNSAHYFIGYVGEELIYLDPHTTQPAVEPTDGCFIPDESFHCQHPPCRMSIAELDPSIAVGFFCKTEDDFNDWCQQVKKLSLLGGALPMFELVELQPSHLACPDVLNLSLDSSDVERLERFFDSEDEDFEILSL
A3G deaminase: blocks human APOBEC3G single-stranded DNA deamination; Q9HC16; recombinant A3G, ssDNA deamination FAM/TAMRA fluorescence; inhibition, % at 20 µM; 330,000 compounds, 0.28% hits;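 active = inhibition of at least 40% at 20 µM, with no more than 30% in the related APOBEC3A deaminase screen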;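 also: plate controls were DMSO wells with A3G for no effect and wells lacking A3G enzyme for full effect; some compounds called inactive have numbers as strong as hits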
A3A deaminase: inhibitors of human APOBEC3A DNA deaminase. P31941. recombinant A3A, FAM/TAMRA ssDNA deamination fluorescence. inhibition, % at 20 µM. 330,000 compounds, 0.41% hits. AID 493011;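 active = at least 40% inhibition at 20 µM here, with at most 30% in a related deaminase screen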;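 also: plate controls were A3A with DMSO for no effect and wells lacking A3A enzyme for full effect; some results filed as inactive read as strong as hits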
Target sequence (P31941 whole entry, looked up): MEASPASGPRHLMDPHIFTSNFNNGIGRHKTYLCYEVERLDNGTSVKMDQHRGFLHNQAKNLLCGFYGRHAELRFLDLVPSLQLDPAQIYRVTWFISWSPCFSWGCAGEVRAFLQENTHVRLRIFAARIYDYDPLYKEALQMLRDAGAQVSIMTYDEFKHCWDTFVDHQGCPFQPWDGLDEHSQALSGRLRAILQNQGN
mIAP block: blocks mouse intestinal alkaline phosphatase; purified mouse IAP, CDP-Star luminescence, 30 min; inhibition, % at 10 µM; AID 2806; 330,000 compounds, 0.2% hits;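 active = inhibition of at least 40% at 10 µM in the primary screen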;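 also: plate controls were DMSO with enzyme for no effect and no enzyme wells for full effect; values of inactives mirror those of a sister screen read the other way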
hIAP activ: increases human intestinal alkaline phosphatase activity. P09923. purified human IAP, CDP-Star luminescence, 30 min; hits give high values; 1 = vehicle-only enzyme, 0 = enzyme-free background. activation factor at 10 µM. 330,000 compounds, 0.16% hits;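 active = activation factor of the enzyme at least 2-fold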; also: the source names both 10 and 20 µM as test concentration; values of inactives mirror those of a sister screen read the other way
Target sequence (P09923 whole entry, looked up): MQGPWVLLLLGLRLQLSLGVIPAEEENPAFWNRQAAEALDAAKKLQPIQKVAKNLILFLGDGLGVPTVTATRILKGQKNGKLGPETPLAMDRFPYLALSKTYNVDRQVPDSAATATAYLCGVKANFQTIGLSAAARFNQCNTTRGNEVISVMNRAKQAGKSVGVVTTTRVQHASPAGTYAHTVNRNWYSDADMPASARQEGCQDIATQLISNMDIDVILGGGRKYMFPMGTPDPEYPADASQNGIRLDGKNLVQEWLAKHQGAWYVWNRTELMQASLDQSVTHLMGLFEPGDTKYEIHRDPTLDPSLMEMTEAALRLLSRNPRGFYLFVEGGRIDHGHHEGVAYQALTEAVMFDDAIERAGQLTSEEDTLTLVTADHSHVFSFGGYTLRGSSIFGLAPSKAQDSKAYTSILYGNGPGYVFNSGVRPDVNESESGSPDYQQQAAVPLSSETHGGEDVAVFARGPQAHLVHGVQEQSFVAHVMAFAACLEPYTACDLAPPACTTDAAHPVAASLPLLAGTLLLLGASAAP
MPTP inh: blocks calcium-induced mitochondrial swelling; 360,000 compounds, 1.4% hits; AID 602449; inhibition, % at 10 µM; isolated mouse mitochondria, Ca2+ swelling absorbance, 30 min;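 active = inhibition of 50% or more, scaled per plate between neutral and stimulator controls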;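 also: 0% = DMSO wells given calcium and 100% = 1 mM EGTA wells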
hIAP block: blocks human intestinal alkaline phosphatase. P09923. purified IAP, CDP-Star luminescence, 30 min. inhibition, % at 10 µM. 330,000 compounds, 0.12% hits. AID 2544;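 active = inhibition reaching a set limit with compound at 10 µM in the primary screen, cut at about 35% in these data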;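 also: plate controls were DMSO wells with enzyme for no effect and no-enzyme buffer wells for full effect; values of inactives mirror those of a sister screen read the other way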
mIAP activ: mouse IAP activation; muIAP, CDP-Star luminescence, 30 min; hits give high values; 1 = vehicle-only enzyme signal, 0 = enzyme-free wells; activation factor at 10 µM; 330,000 compounds, 0.24% hits; AID 2805;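 active = activation factor of at least 2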; also: the source names both 10 and 20 µM as test concentration; values of inactives mirror those of a sister screen read the other way
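Assay system: mouse IAP enzyme; Reagent: CDP-Star chemiluminescent phosphatase substrate; Compound: DMSO-dissolved test compounds; Incubation: 30 min, room temperature; Technique: luminescence from enzymatic CDP-Star hydrolysis; Controls: DMSO-only wells and no-enzyme negative control.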
The depositor's hits bear a star; . = no result given.

SMILES	MIN6 prolif	ATG4B inhibitor	A3G deaminase	A3A deaminase	mIAP block	hIAP activ	MPTP inh	hIAP block	mIAP activ
Cc1cc(C(=O)NCc2ccc(F)cc2)n(-c2ccccc2)n1	-2	3	-6	4	0	1.2	0.7	-21	1
Cc1c(-c2nc(-c3ccncc3)no2)cccc1[N+](=O)[O-]	4	3	-3	1	-6	0.86	4.2	14	1.1
COc1cccc(OC)c1C(=O)Nc1cccnc1	1	-8	-6	-1	5	0.95	1.7	5	0.95
Cc1cnc(C(=O)N2CCc3c([nH]c4ccccc34)C2c2ccc(F)cc2)cn1 (stereo not drawn)	-2	-8	-3	-2	13	0.98	1.9	2	0.87
CCOc1ccc(CN(C)C(=O)CCl)cc1	-7	-2	-3	-7	-8	0.98	1.8	2	1.1
CCC(C(=O)NCC1CCCO1)n1nc(C)c2sc3ccccc3c2c1=O (stereo not drawn)	-1	11	-2	-1	4	0.73	-1.9	27	0.96
CCS(=O)(=O)N1CCN(c2ccnc3cc(Cl)ccc23)CC1	-3	-3	-8	-3	6	0.97	1.5	3	0.94
COc1ccc(/C=C2\SC(=S)N(CCC(=O)NCCc3ccc(O)cc3)C2=O)cc1	-6	4	-9	-7	9	0.88	0.3	12	0.91
O=C1CSC(c2cccc(O)c2)N1Cc1ccccc1 (stereo not drawn)	-2	-3	-5	2	-6	1.1	-0.4	-6	1.1
O=C(NCCNS(=O)(=O)c1ccccc1)c1cc(OCC(F)(F)F)ccc1OCC(F)(F)F	0	-14	-1	-1	-20	1.2	0.3	-16	1.2
COC(=O)[C@@]1(Cc2ccccc2)[C@H]2C(=O)N(C)C(=O)[C@H]2[C@H]2CN=C(SCC(=O)c3ccccc3)N21	.	-7	-2	-2	19	.	-0.8	.	0.81
O=C(NCc1ccccn1)c1ccc(Cn2c(=S)[nH]c3ccc(Br)cc3c2=O)cc1	-4	-6	-1	1	14	1.1	-3.1	-5	0.86
CN1CCN(Cc2nc3ccccc3c(=O)n2CC#N)CC1	0	-13	-8	-2	-3	0.95	0.7	5	1
Cc1cccc(N2C(=O)CSC2c2cccnc2)c1 (stereo not drawn)	1	-7	-7	-1	19	0.97	-0.1	3	0.81
Fc1ccc(-c2cc(C(F)(F)F)nc(N3CCCCC3)n2)cc1	-6	-8	-4	-3	2	1	0.3	-2	0.98
C=CCNC(=S)N1CCN(S(=O)(=O)c2ccc(C)cc2)CC1	1	-8	-5	-11	-13	1.1	1.2	-14	1.1
Cc1ccccc1NC(=O)CCCC(=O)c1ccccc1	-1	11	-6	-2	-2	0.93	0.9	7	1
CCc1ccc(N(C(=O)c2ccco2)C(C(=O)NC2CCCC2)c2ccncc2)cc1 (stereo not drawn)	0	-1	-7	-1	-6	1.2	-0.8	-19	1.1
CN(C)CCn1c2c(c(SCC(=O)Nc3cccc4ccccc34)nc1=O)CCCC2	3	-9	0	0	0	0.97	-0.2	3	1
CCCn1c(SCC(=O)Nc2ccccc2-c2ccccc2)nnc1-c1ccoc1C	-2	20	0	4	-5	0.98	1.7	2	1
CCOc1ccc(NC(=O)C(C)Oc2ccccc2C(=O)Nc2cccc(Cl)c2Cl)cc1 (stereo not drawn)	-1	-7	-9	-4	-28	0.91	3.0	9	1.3
COCCN(Cc1ccc(F)cc1)C(=O)c1cc2ccccc2oc1=O	1	-5	-4	-5	4	1.1	-0.6	-10	0.96
Cc1ccc(C(=O)Nc2ccc(C)c(S(=O)(=O)Nc3ccccc3Cl)c2)s1	-2	7	-1	0	3	1	11	-5	0.97
CC(=O)Nc1ccc(C(=O)OCC(=O)NC(=O)NC2CCCCC2)cc1	2	-13	-1	-1	0	0.82	1.6	18	0.99
COC(=O)C1CCN(c2nc3ccccc3nc2C(C#N)C(=O)NCCc2ccccc2)CC1 (stereo not drawn)	-5	-4	0	-1	4	0.8	1.2	20	0.96
The listing continues.
SMILES	MIN6 prolif	ATG4B inhibitor	A3G deaminase	A3A deaminase	mIAP block	hIAP activ	MPTP inh	hIAP block	mIAP activ
CCC(C)(C(=O)NC1CCCCC1)N(C(=O)CNC(C)=O)c1c(C)n(C)n(-c2ccccc2)c1=O (stereo not drawn)	-5	-11	-4	-3	-10	1	0.4	-4	1.1
O=C(O)c1cccc(NC(=O)c2ccc3c(c2)C(=O)N(c2cccc([N+](=O)[O-])c2)C3=O)c1	2	-6	-3	-1	-3	0.99	-1.3	1	1
COc1cc(OC)c(OC)cc1CN1CCN(C(=O)c2cccc3ccccc23)CC1	-2	-1	-5	-5	-10	1.3	-0.5	-26	1.1
CCCCC#Cc1ccc(C(=O)NNC(=O)Nc2cc(Cl)cc(Cl)c2)o1	-4	-3	-4	-2	-7	1.3	79*	-27	1.1
CCOC(=O)c1cn2nc(-c3ccc(OC)cc3)cc2nc1C1CCN(C(=O)OC(C)(C)C)CC1	-6	-11	-5	-4	-5	0.99	1.3	1	1
CC(=O)OCCNc1nc(-c2ccccc2)nc2ccccc12	1	4	-1	-1	4	0.86	0.4	14	0.96
Cn1cc(CN2CCc3sccc3C2)c(-c2ccccc2F)n1	-2	-8	-4	-4	-10	1.2	2.0	-20	1.1
CCOC(=O)CSc1nc(C)c(C(=O)OCC)s1	-1	1	-8	-2	6	1.1	-1.7	-7	0.94
CCC1C(C#N)=C(N)OC2=C1C(=O)CC(C)(C)C2 (stereo not drawn)	-3	9	-6	1	-12	1	-1.5	-4	1.1
COc1ccc(/C=C/C(=O)NC2=NCCS2)cc1OC	-2	2	-6	3	3	1.1	-1.8	-5	0.97
CC1CCN(S(=O)(=O)c2ccc(NC(=O)c3ccncc3)cc2)CC1	-2	1	23	5	-1	1	-1.2	0	1
Cc1ccc(-c2cc(C(=O)Nc3ccc4c(c3)OCCO4)c3ccccc3n2)cc1	-2	-2	-5	-1	19	0.85	0.9	15	0.81
CCCn1nnnc1SCC(=O)Nc1sc(C)c(C)c1C#N	-3	-9	-5	-3	-1	1.1	.	-10	1
CCOC(=O)c1cnc(-c2ccccc2)nc1Oc1ccccc1	5	5	-10	-4	14	1.1	-2.9	-11	0.86
CC1=CC(C)C(/C=N/N=C(N)N)C(C)C1 (stereo not drawn)	-2	-5	9	2	4	1.1	-0.8	-10	0.96
CSc1ccccc1C(=O)NC1CCCc2ccccc21 (stereo not drawn)	-2	5	-8	-1	5	0.93	0.2	7	0.95
COc1ccccc1Nc1nc(N)nc(CN2CCN(c3ccccc3)CC2)n1	5	0	3	0	-3	1.2	-0.5	-21	1
Cc1ccc(-n2nc3c(SCCN4CCOCC4)nnc(C)c3c2C)cc1	-2	-4	2	-3	-2	1	-1.8	0	1
Cc1cccc(C(=O)N/N=C2/SCC(=O)N2Cc2ccccc2)c1	-2	3	-7	-3	-2	1.1	-0.2	-7	1
CCC(=O)Oc1c(C(=O)CC)cc2c(C)cc(=O)oc2c1C	0	-2	-3	-1	-4	1.1	0.1	-11	1
Cc1c(C(=O)N2CCN(c3ncccn3)CC2)oc2ccc(Cl)cc12	-3	-30	-4	-4	-17	0.98	1.2	2	1.2
CCOC(=O)C1CCN(C(=O)CCCN2C(=O)c3ccccc3C2=O)CC1	1	-15	-1	1	4	1.1	-0.5	-6	0.96
Cc1ccccc1Oc1nc2c(c(=O)n(C)c(=O)n2C)n1C	-2	6	-4	-4	1	0.97	-0.5	3	0.99
CC1=C(C)CS(=O)N(S(=O)(=O)c2ccc(Cl)cc2)C1 (stereo not drawn)	-2	5	8	-9	5	0.89	-25	11	0.95
c1coc(-c2nnc3n2C2(CCCC2)Cc2ccccc2-3)c1	2	22	-7	-5	-5	1	0.0	0	1.1
Next section:
SMILES	MIN6 prolif	ATG4B inhibitor	A3G deaminase	A3A deaminase	mIAP block	hIAP activ	MPTP inh	hIAP block	mIAP activ
O=C(Nc1ccccc1)C1=C[C@H](C2CCCCC2)C[C@H](OCCCCO)O1	-6	4	-11	-9	3	1	1.2	-1	0.97
O=C(NCCN1CCOCC1)C1CCN(Cc2ccccc2O)CC1	4	0	-5	-1	2	0.84	-0.9	16	0.98
Cn1cnnc1SCC(=O)Nc1nc(-c2ccc(F)cc2)cs1	0	7	-8	-1	9	1	-3.1	0	0.91
O=S(=O)(Nc1ccccn1)c1cnc(Cl)c(Br)c1	-4	28	-5	2	-3	1	-0.5	-2	1
Cc1cc(OC(=O)c2ccccc2C)c([N+](=O)[O-])c(=O)[nH]1	4	2	-6	-5	8	0.82	-0.9	18	0.93
CCOC(=O)c1nnn(-c2nonc2N)c1CN1CCCC1	3	-2	-10	-5	1	1.2	0.9	-22	0.99
CCn1c(SC)nnc1C1CCN(CC(=O)Nc2ccccc2N2CCOCC2)CC1	3	8	-2	-1	1	0.91	1.0	9	0.99
CCCCNS(=O)(=O)c1ccc2nc(-c3cccnc3)cc(C(=O)NC3CC3)c2c1	-2	-9	-8	1	14	1	-0.4	-2	0.86
O=C1CCC(=O)N(c2ccccc2)N1	-2	1	-4	1	-4	1.1	-1.5	-10	1
COc1ccccc1CNC(=O)c1ccoc1C	-1	1	-6	-7	-10	1.1	-2.0	-8	1.1
COc1ccccc1NS(=O)(=O)c1cccc(C(=O)N/N=C/c2ccc([N+](=O)[O-])o2)c1	-8	-1	4	4	40	1.1	1.3	-7	0.6
O=C(COC(=O)c1cccnc1Cl)NCCc1ccccc1	0	-5	-9	-4	-10	0.94	0.3	6	1.1
COc1ccc(C(=O)COC(=O)[C@H](C)Nc2ccc(C(F)(F)F)cc2[N+](=O)[O-])cc1	-1	-10	2	4	-2	1	0.5	-1	1
C1CCC2=NCCCN2CC1	0	14	0	5	-10	0.94	-2.6	6	1.1
O=C(NCc1csc(-c2cccs2)n1)C1CCCCC1	-3	7	-6	-1	10	0.98	2.4	2	0.9
CN(CCNC(=O)c1cc2c(-c3ccccc3F)nn(C)c2s1)C1CCCCC1	-5	-4	-9	-3	-1	1	0.0	-2	1
COc1ccc(CCN2CC(C(=O)N3CCSCC3)CCC2=O)cc1 (stereo not drawn)	0	4	-9	-4	-2	1	-0.4	-3	1
O=C(Nc1cc(Cl)cc(Cl)c1)Nc1cnccn1	-7	-3	-4	3	-147	1.3	62*	-26	2.5*
Cc1ccc(F)c(CNC(=O)C2CCC(=O)N(Cc3ccccn3)C2)c1F (stereo not drawn)	-5	10	-6	-6	-4	0.98	0.1	2	1
Cc1ccc(C)c(NC(=O)CSc2nnc(-c3ccccc3)n2N)c1	-1	-2	-4	-1	2	0.9	-1.2	10	0.98
O=C(Cc1cccs1)NC(c1ccccc1)c1ccccc1	-2	-3	-4	-1	3	1.1	1.1	-7	0.97
Cc1ccc(NC(=O)CN2CCCC2c2cccn2C)cc1C (stereo not drawn)	-2	-4	21	-1	-2	1.2	0.6	-24	1
CC(C)(C)OC(=O)N1CC(O)CC1C(=O)OCC(=O)c1ccc(-c2ccccc2)cc1 (stereo not drawn)	-4	-8	26	83*	-10	0.95	-0.9	5	1.1
COc1ccc(N2CCN(c3ncccn3)CC2)cc1	-2	4	-3	-6	-10	0.71	-0.3	29	1.1
O=Nc1c(O)[nH]c2ccc(Cl)cc12	1	0	-7	-3	4	0.96	1.1	4	0.96
COc1cccc(Cn2c(-c3nonc3N)nc3ccccc32)c1	-1	-4	-2	0	9	1	1.2	-3	0.91

Single records, as listed above. Screens in order: MIN6 prolif | ATG4B inhibitor | A3G deaminase | A3A deaminase | mIAP block | hIAP activ | MPTP inh | hIAP block | mIAP activ
O=C(Nc1ccccc1)C1=C[C@H](C2CCCCC2)C[C@H](OCCCCO)O1 in the list: -6 | 4 | -11 | -9 | 3 | 1 | 1.2 | -1 | 0.97
O=S(=O)(Nc1ccccn1)c1cnc(Cl)c(Br)c1 in the list: -4 | 28 | -5 | 2 | -3 | 1 | -0.5 | -2 | 1
